Screens deposited in PubChem BioAssay by several laboratories.
Dengue-2 NS5 capping: Dengue-2 NS5 methyltransferase inhibitors, primary screen, biochemical, confirmation dose response (AID 588689) | Dengue-2 NS5 methyltransferase capping enzyme assay, biochemical; higher % means a stronger effect | inhibition, % at 25 µM; hits with a dose series show IC50 in µM | hit rate 0.3% among 340,000; in the data active = a potency from the dose series; inconclusive = inhibition above about 29% without an active follow-up result
SV40 large T antigen: TAg ATPase/helicase activity blockers – biochemical (AID 1903) | hit rate 0.39% among 310,000 | one-dose inhibition, % at 20 µM; IC50 in µM for titrated hits | SV40 large T antigen ATPase/helicase inhibition assay; higher % means a stronger effect; in the data active = a potency from the dose series; inconclusive = inhibition mostly from about 32% at the one dose, without a potency; inactive = the rest, 99 in 100 with inhibition below about 32%; also: strong numbers were not always called active
West Nile antiviral: West Nile virus antiviral activity, cell-based, CPE readout (AID 1621) | hit rate 0.02% among 290,000 | CPE inhibition, % at 10 µM; hits with a dose series show IC50 in µM | West Nile virus-infected cells, CPE inhibition; higher % means a stronger effect; in the data active = a potency from the dose series; inconclusive = CPE inhibition mostly from about 3.7% at the one dose, without a potency; inactive = the rest, 99 in 100 with CPE inhibition below about 2.2%; also: strong numbers were not always called active
RSV antiviral HEp-2: RSV antiviral activity via CPE protection, HEp-2 cells, primary 10 µM value included (AID 2391) | HEp-2 cells, RSV-induced CPE inhibition; higher % means a stronger effect | CPE inhibition, % at 10 µM; hits with a dose series show IC50 in µM | hit rate 0.13% among 310,000; in the data active = a potency from the dose series; inconclusive = CPE inhibition mostly from about 23% at the one dose, without a potency; inactive = the rest, 99 in 100 with CPE inhibition below about 21%; also: strong numbers were not always called active
MgcRacGAP inhibition: MgcRacGAP GTPase-activating activity inhibitors, confirmation, biochemical, ADP Hunter fluorescence; MgcRacGAP-stimulated Rac1 GTP hydrolysis, ADP Hunter fluorescence; higher % means a stronger effect; GST-tagged Rac1 F28L mutant substrate; one-dose inhibition, % at 30 µM; IC50 in µM for titrated hits; hit rate 0.6% among 340,000; AID 624330;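 active = first-screen hits whose inhibition reached a set limit at any dose in the follow-up dose series; inconclusive = inhibition above the set first-screen limit but never retested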;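 also: fluorescence reports GDP produced by GAP-driven GTP hydrolysis; strong numbers were not always called active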
ER stress rescue: rescue of cells from ER stress-induced death, primary screen, 384-well, CSM14.1, thapsigargin, ATP luminescence (AID 1222); CSM14.1 thapsigargin-induced death rescue, ATP luminescence; higher % means a stronger effect; one-dose cellular ATP content (survival), % at 20 µM; EC50 in µM for titrated hits; 190,000 tested, under 10 active;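 active = EC50 below 50 µM in the dose-response confirmation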;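 also: death triggered by thapsigargin at about 15 µM added after 2 h compound pretreatment; cell ATP read after overnight thapsigargin exposure of roughly 18 to 22 hours; normalized against plate controls of thapsigargin alone and 5% DMSO vehicle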
GPR35 antagonists: GPR35 antagonists blocking zaprinast-driven arrestin recruitment, primary screen, imaging, U2OS, beta-arrestin-GFP, zaprinast agonist (AID 2058); U2OS GPR35 beta-arrestin-GFP translocation imaging, zaprinast antagonism; higher % means a stronger effect; inhibition, % at 10 µM; hits with a dose series show IC50 in µM; hit rate 0.052% among 290,000;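 active = inhibition of at least 50% with at least 30 cells and total cytoplasm GFP at most 10,000,000; inconclusive = under 30 cells or total GFP of 10,000,000 plus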
LYP phosphatase: PTPN22 lymphoid phosphatase activity blockers – biochemical, fluorescence intensity, uHTS (AID 1779). recombinant LYP phosphatase, fluorescence intensity; higher % means a stronger effect. hit rate 0.054% among 290,000. one-dose inhibition, % at 11.5 µM; IC50 in µM for titrated hits; in the data active = inhibition above about 50%;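 also: plate controls were vehicle with enzyme for no effect and no enzyme for full effect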
PhoP inhibition: PhoP-dependent GFP reporter repression – Salmonella Typhimurium, primary screen (AID 1863) | S. Typhimurium PhoP-regulated promoter GFP reporter, 4 h; higher % means a stronger effect | one-dose inhibition, % at 50 µM; IC50 in µM for titrated hits | hit rate 0.16% among 300,000;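 active = inhibition over 29.93%, a cutoff 3 SD above the screen mean, later confirmed by dose response; inconclusive = inhibition over 29.93% but no dose response follow-up; inactive = inhibition at most 29.93% or unconfirmed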;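 also: 0% = low Mg2+ inducing control and 100% = high Mg2+ repressing control; strong numbers were not always called active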
Dengue-2 NS5 capping pilot replicate: second read-out of Dengue-2 NS5 capping, no call of its own (marks repeat the call); inhibition, %; measured here: pilot screen replicate inhibition
Active calls of the source: *.

Screening C#CC(=O)N(c1ccc(OC)cc1OC)C(C(=O)NC1CCCC1)c1cccs1 (stereo not drawn) returned Dengue-2 NS5 capping -24%, SV40 large T antigen 3%, West Nile antiviral -2.2%, RSV antiviral HEp-2 0.3%, MgcRacGAP inhibition 7%, ER stress rescue -3.4%, GPR35 antagonists 15%, LYP phosphatase 0% and PhoP inhibition 1%.
CC(NC(=O)C1(c2cccs2)CCOCC1)c1ccccc1 (stereo not drawn) was read as Dengue-2 NS5 capping -4%, SV40 large T antigen 23%, West Nile antiviral -0.1%, RSV antiviral HEp-2 0.9%, MgcRacGAP inhibition 7%, ER stress rescue -1.9%, GPR35 antagonists -9%, LYP phosphatase -6% and PhoP inhibition -2%.
Cc1ccc(C(=O)NCC(=O)OCC(=O)Nc2cc(S(=O)(=O)N3CCOCC3)ccc2C)cc1 was read as Dengue-2 NS5 capping -7%, SV40 large T antigen 7%, RSV antiviral HEp-2 0.5%, MgcRacGAP inhibition 1% and PhoP inhibition -6%.
For Cc1ccccc1NC(=S)NC1CCCC1 the results were Dengue-2 NS5 capping -5%, SV40 large T antigen 12%, West Nile antiviral -0.3%, RSV antiviral HEp-2 3.9%, MgcRacGAP inhibition 17%, GPR35 antagonists -3%, LYP phosphatase -9%, PhoP inhibition -4% and Dengue-2 NS5 capping pilot replicate 1.5.
Screening Cc1cccc(C)c1OCC(=O)Nc1cccc(C(=O)O)c1 returned Dengue-2 NS5 capping -11%, SV40 large T antigen 10%, West Nile antiviral 0.1%, RSV antiviral HEp-2 1.7%, MgcRacGAP inhibition 1%, ER stress rescue -1.5%, GPR35 antagonists 10%, LYP phosphatase -4% and PhoP inhibition -10%.
For Cc1cc(C)c(O)c(-c2cc(C(=O)Nc3c(C)n(C)n(-c4ccccc4)c3=O)[nH]n2)c1 the results were Dengue-2 NS5 capping 5%, SV40 large T antigen 4%, West Nile antiviral 0.0%, RSV antiviral HEp-2 1.1%, MgcRacGAP inhibition 12%, GPR35 antagonists -8%, LYP phosphatase -5% and PhoP inhibition 0%.
For COc1cccc(N(C(=O)Cn2nnc3ccccc32)C(C(=O)NCc2ccco2)c2cccnc2)c1 (stereo not drawn) the results were Dengue-2 NS5 capping -5%, SV40 large T antigen 5%, West Nile antiviral 0.5%, MgcRacGAP inhibition 6%, ER stress rescue 8.7%, GPR35 antagonists -6%, LYP phosphatase 2% and PhoP inhibition -6%.
For CCOC(=O)C1CCN(C(=O)C2CCN(c3nn4c(=O)cc(C)nc4s3)CC2)CC1 the results were Dengue-2 NS5 capping 0%, SV40 large T antigen 8%, West Nile antiviral 0.1%, RSV antiviral HEp-2 0.2%, MgcRacGAP inhibition 11%, GPR35 antagonists -11%, LYP phosphatase -7% and PhoP inhibition -6%.
`N#Cc1c(-n2cccc2/C=N/O)sc2c1CCCC2` gave Dengue-2 NS5 capping -6%, SV40 large T antigen 5%, West Nile antiviral -0.3%, RSV antiviral HEp-2 4.9%, MgcRacGAP inhibition 3%, ER stress rescue -0.8%, GPR35 antagonists 9%, LYP phosphatase -8% and PhoP inhibition -1%.
OC(Cn1cnnc1)c1ccccc1 (stereo not drawn) was read as Dengue-2 NS5 capping 1%, SV40 large T antigen 2%, West Nile antiviral -0.1%, RSV antiviral HEp-2 0.5%, MgcRacGAP inhibition 23%, GPR35 antagonists -1%, LYP phosphatase -8% and PhoP inhibition 6%.
CCCCc1ccc(NC(=O)OC)cc1 was read as Dengue-2 NS5 capping 4%, SV40 large T antigen 3%, West Nile antiviral -0.1%, RSV antiviral HEp-2 4.1%, MgcRacGAP inhibition 9%, ER stress rescue -2.1%, GPR35 antagonists -8%, LYP phosphatase -7% and PhoP inhibition 6%.
COc1ccc(Cc2nnc(SCC(=O)N(C)CC(=O)Nc3ccc(C)cc3)o2)cc1 was read as Dengue-2 NS5 capping -1%, SV40 large T antigen 17%, RSV antiviral HEp-2 0.6%, MgcRacGAP inhibition 5% and PhoP inhibition 2%.
`CC(C)CNC(=S)NNC(=O)CC(C)O` (stereo not drawn) gave Dengue-2 NS5 capping -9%, SV40 large T antigen 4%, West Nile antiviral 0.5%, RSV antiviral HEp-2 2.0%, MgcRacGAP inhibition 8%, ER stress rescue 2.5%, GPR35 antagonists -32%, LYP phosphatase -8% and PhoP inhibition -4%.
`N#C/C(=C/c1cn(CC(=O)O)c2ccccc12)C(=O)Nc1ccccc1` gave Dengue-2 NS5 capping -2%, SV40 large T antigen 11%, West Nile antiviral -0.1%, RSV antiviral HEp-2 -1.5%, MgcRacGAP inhibition -2%, ER stress rescue -1.0%, GPR35 antagonists -2%, LYP phosphatase 1% and PhoP inhibition -4%.
`COCCNC(=S)N1CCCC(CO)C1` (stereo not drawn) gave Dengue-2 NS5 capping -5%, SV40 large T antigen 1%, West Nile antiviral -0.4%, RSV antiviral HEp-2 0.1%, MgcRacGAP inhibition 8%, ER stress rescue -0.5%, GPR35 antagonists 5%, LYP phosphatase -1% and PhoP inhibition 0%.
`CCOc1ccc(NC(=O)CN(C)C(=O)c2cccnc2Sc2ccc(C)c(C)c2)cc1OCC` gave Dengue-2 NS5 capping -3%, SV40 large T antigen 5%, West Nile antiviral -0.8%, RSV antiviral HEp-2 1.0%, MgcRacGAP inhibition 1%, GPR35 antagonists -12%, LYP phosphatase -3% and PhoP inhibition -10%.
For OC(CNCCNc1ncccc1C(F)(F)F)COc1ccc(F)cc1 (stereo not drawn) the results were Dengue-2 NS5 capping -11%, SV40 large T antigen 9%, West Nile antiviral -0.3%, RSV antiviral HEp-2 -2.9%, MgcRacGAP inhibition 5%, GPR35 antagonists 18%, LYP phosphatase -6% and PhoP inhibition 5%.
Screening O=C(O)c1ccc2c(c1)C(=O)N(Cc1ccc3c(c1)OCO3)C2=O returned Dengue-2 NS5 capping -1%, SV40 large T antigen 3%, West Nile antiviral -0.5%, RSV antiviral HEp-2 0.0%, MgcRacGAP inhibition 0%, ER stress rescue -0.4%, GPR35 antagonists 19%, LYP phosphatase -9%, PhoP inhibition 1% and Dengue-2 NS5 capping pilot replicate 3.6.
CCCCCC(=O)NC(=S)Nc1ccc(N2CCCCC2)c(Cl)c1 was read as Dengue-2 NS5 capping 8%, SV40 large T antigen -7%, West Nile antiviral -0.9%, RSV antiviral HEp-2 1.1%, MgcRacGAP inhibition 5%, ER stress rescue -1.9%, GPR35 antagonists -17%, LYP phosphatase -2% and PhoP inhibition -4%.
For COc1ccccc1C1NC(=O)NC(C)=C1C(C)=O (stereo not drawn) the results were Dengue-2 NS5 capping -1%, SV40 large T antigen 15%, West Nile antiviral 0.2%, RSV antiviral HEp-2 -0.1%, MgcRacGAP inhibition 4% and PhoP inhibition -4%.

Sorted by count of non-hydrogen atoms (lowest first): part of the list above
CCCCc1ccc(NC(=O)OC)cc1 was read as Dengue-2 NS5 capping 4%, SV40 large T antigen 3%, West Nile antiviral -0.1%, RSV antiviral HEp-2 4.1%, MgcRacGAP inhibition 9%, ER stress rescue -2.1%, GPR35 antagonists -8%, LYP phosphatase -7% and PhoP inhibition 6%.
For COc1ccccc1C1NC(=O)NC(C)=C1C(C)=O (stereo not drawn) the results were Dengue-2 NS5 capping -1%, SV40 large T antigen 15%, West Nile antiviral 0.2%, RSV antiviral HEp-2 -0.1%, MgcRacGAP inhibition 4% and PhoP inhibition -4%.
CCCCCC(=O)NC(=S)Nc1ccc(N2CCCCC2)c(Cl)c1 was read as Dengue-2 NS5 capping 8%, SV40 large T antigen -7%, West Nile antiviral -0.9%, RSV antiviral HEp-2 1.1%, MgcRacGAP inhibition 5%, ER stress rescue -1.9%, GPR35 antagonists -17%, LYP phosphatase -2% and PhoP inhibition -4%.

Further compounds
O=C(/C=C/c1cccc(Cl)c1)N1CCC(Cc2ccccc2)CC1 was read as Dengue-2 NS5 capping -6%, SV40 large T antigen 3%, West Nile antiviral -1.3%, RSV antiviral HEp-2 13%, MgcRacGAP inhibition 4%, ER stress rescue 6.3%, GPR35 antagonists 10%, LYP phosphatase -5% and PhoP inhibition -2%.
`CC(OC(=O)CC1CCCC1)C(=O)Nc1ccc(Cl)cn1` (stereo not drawn) gave Dengue-2 NS5 capping 1%, SV40 large T antigen 16%, RSV antiviral HEp-2 0.8%, MgcRacGAP inhibition 10% and PhoP inhibition -7%.
CCOc1ccc(Nc2nc(-c3cccnc3)cs2)cc1 was read as Dengue-2 NS5 capping -6%, SV40 large T antigen 9%, West Nile antiviral -0.4%, RSV antiviral HEp-2 2.9%, MgcRacGAP inhibition 6%, GPR35 antagonists -4%, LYP phosphatase -4% and PhoP inhibition 3%.
`Cc1ccc(Nc2nc(/N=C/N(C)C)n[nH]2)cc1C` gave Dengue-2 NS5 capping 1%, SV40 large T antigen 13%, West Nile antiviral -0.2%, RSV antiviral HEp-2 -0.7%, MgcRacGAP inhibition 14%, GPR35 antagonists 3%, LYP phosphatase -6% and PhoP inhibition 5%.
Cc1cc(C(=O)COC(=O)Cc2n[nH]c(=O)c3ccccc23)c(C)n1-c1ccc2c(c1)OCO2 was read as Dengue-2 NS5 capping -7%, SV40 large T antigen 13%, West Nile antiviral 0.9%, RSV antiviral HEp-2 8.0%, MgcRacGAP inhibition 6%, ER stress rescue -1.2%, GPR35 antagonists 5%, LYP phosphatase -5% and PhoP inhibition 8%.
`CCc1ccc(C(=O)N2CCC(c3nc4ccccc4s3)CC2)cc1` gave Dengue-2 NS5 capping -1%, SV40 large T antigen 1%, West Nile antiviral -1.2%, RSV antiviral HEp-2 9.6%, MgcRacGAP inhibition 7%, ER stress rescue -1.3%, GPR35 antagonists -3%, LYP phosphatase -4% and PhoP inhibition 9%.
`N/C(CSc1ccccn1)=N\OCc1c(Cl)cccc1Cl` gave Dengue-2 NS5 capping -11%, SV40 large T antigen 5%, West Nile antiviral -0.7%, RSV antiviral HEp-2 0.0%, MgcRacGAP inhibition 6%, GPR35 antagonists -8%, LYP phosphatase -3% and PhoP inhibition -2%.
For CCN(CC(=O)Nc1ccccc1C(F)(F)F)C(=O)c1cc(S(=O)(=O)N(C)C)ccc1N1CCCC1 the results were Dengue-2 NS5 capping -3%, SV40 large T antigen 12%, West Nile antiviral -0.4%, RSV antiviral HEp-2 3.0%, MgcRacGAP inhibition 6%, GPR35 antagonists 1%, LYP phosphatase -9% and PhoP inhibition -3%.
For Cc1ccc(N=C2NC(=O)/C(=C/c3cccs3)S2)cc1C the results were Dengue-2 NS5 capping 4%, SV40 large T antigen 27%, West Nile antiviral -0.5%, RSV antiviral HEp-2 inconclusive, MgcRacGAP inhibition 0%, ER stress rescue -0.8%, GPR35 antagonists 4%, LYP phosphatase 4% and PhoP inhibition -14%.
